# PglD DTNB = blocks C. jejuni PglD acetyltransferase activity; purified PglD enzyme, DTNB colorimetric CoA detection; inhibition, % at 12.5 µM; actives 0.098% (n = 360,000); in the data active = inhibition above about 16%, passing the limit was not always enough; note: strong numbers were not always called active
# PGC1a acetyl inh = lowers PGC1a acetylation signal in U2OS cells | actives 0.17% (n = 350,000) | inhibition, % at 15.6 µM | AlphaScreen anti-acetyl-lysine; with virally co-expressed GCN5 acetyltransferase;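 active = every replicate shows inhibition of at least 40%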;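 note: 0% = neutral control wells and 100% = positive control wells; some results beyond the cut were filed as inactive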
# Statin myotox sup = suppressors of simvastatin-induced myotoxicity in C2C12 myotubes. ATP luminescence, 48 h; scaled: DMSO 0, geranylgeraniol control 100. rescue of ATP level, % at 7.49 µM. actives 0.78% (n = 330,000);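 active = mean ATP rescue above about 67%, or every replicate alone reaching that limit, limit read from the data, passing the limit was not always enough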;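 note: myotubes were challenged with 10 µM simvastatin during compound exposure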
# ARNT-TACC3 inh = disrupts binding between human ARNT and TACC3; inhibition, % at 9.99 µM; Q9Y6A5; AID 623870; AlphaScreen His-ARNT PAS-B/GST-TACC3 binding, luminescence; TACC3 fragment carries E629A point mutation; actives 0.66% (n = 390,000);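 active = mean inhibition of replicates at least 50% and at least half of replicates each reaching 50%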;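 note: 0% = complete ARNT plus TACC3 wells and 100% = ARNT alone without TACC3; many hits fall short of the cut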
# INS-1E GSIS act = GLuc luminescence reporter in INS-1E cells, primary screen for activators of glucose-dependent secretion of insulin; INS-1E GLuc reporter insulin secretion, 2-3 h; activation, % at 16.6 µM; actives 0.61% (n = 370,000); AID 743287;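 active = lowest replicate activation of at least 40%, so every replicate reaches that level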;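 note: 0% = median of neutral control wells and 100% = median of IBMX positive control wells; some compounds called inactive have numbers as strong as hits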
# PAX8 reporter = PAX8 transcriptional activity inhibition; RMG-I TPO-luciferase reporter, SteadyGlo, 24 h; actives 1.2% (n = 360,000); inhibition, % at 12.6 µM;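 active = mean replicate inhibition at least 60% with every replicate also reaching 60%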;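 note: luciferase light reporting Pax8 driven TPO promoter activity; plate controls were median of neutral control wells for no effect and mitoxantrone controls for full effect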
# LGR2 inh = blocks bursicon-induced cAMP signaling via Drosophila LGR2 | HEK293 LGR2, CRE-luciferase, bursicon-stimulated, 4 h | inhibition, % at 9.99 µM | actives 0.35% (n = 380,000);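 active = drop in luminescence signal, shown as inhibition above about 50% in the replicate tests, limit read from the data, passing the limit was not always enough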;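 note: agonist challenge used bursicon conditioned medium at about half maximal strength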
# Cneo AK release = Cryptococcus neoformans lysis via adenylate kinase release; C. neoformans lysis, adenylate kinase release luminescence, 4 h; normalised: neutral wells 0, clomiphene wells 100; lysis activity, % at 15 µM; actives 0.2% (n = 360,000);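 active = mean lysis activity across replicates of at least 80%, whatever share of replicates individually reach that level; inactive = mean lysis activity below 80%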
#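 Material: C. neoformans cells | Amount: Yeast cell density of 5 × 10^6 cells/mL | Medium: Fresh YPD growth medium | Dosing: Single dose | Times: Static 4 h at 37 °C with compound, 1 h detection | Detection: AK luminescence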
# * hit, by the source's call; nt = not tested or not shown; & = joins results of further samples.
SMILES,PglD DTNB,PGC1a acetyl inh,Statin myotox sup,ARNT-TACC3 inh,INS-1E GSIS act,PAX8 reporter,LGR2 inh,Cneo AK release
COCCOC(=O)/C(=C/c1ccc(OC(=O)c2ccccc2)cc1)C(C)=O,5,-8,2,-17,nt,nt,nt,-2
COc1cccc(S(=O)(=O)Nc2ccc3c(c2)C(=O)N(C)C[C@@H](OC)[C@H](C)CN(C(=O)Cc2cccnc2)[C@H](C)CO3)c1,2,0,7,-15,1,-13,6,2
COC(=O)CCc1c(C)nc(N)[nH]c1=O,2,nt,-2,-6,12,nt,-1,-2
O=C(O)c1cc(-n2nnnc2SCc2ccccc2F)ccc1Cl,nt,-7,nt,-5,10,8,-1,nt
O=C(CN1C(=O)CSc2ccc(S(=O)(=O)N3CCOCC3)cc21)NCCc1ccccc1,-5,0,-7,nt,-23,nt,4,-2
CCCN1C[C@@H](C)[C@@H](OC)CN(C)C(=O)c2ccc(NC(=O)Nc3ccccc3F)cc2OC[C@@H]1C,1,-9,-176,0,6,-23,-4,2
CCOCc1nnc(NC(=O)c2cc(C(=O)OC)cc([N+](=O)[O-])c2)s1,nt,3,nt,-4,4,-11,14,nt
COC(C(=O)Nc1ccc(F)c(F)c1)c1ccccc1 (stereo unspecified),4,9,-2,-2,nt,nt,nt,1
C#CC[N+](C)(C)CC#Cc1ccc(Cl)cc1,nt,nt,nt,1,-4,2,23,nt
C=CCC[C@H](Cc1ccc(F)cc1)C(=O)OC[C@@H](C)NC(=O)[C@H](CC=C)CC(=O)N(CCO)Cc1ccccc1,-5,21,-4,4,-39,15,15,2
CC(=O)Nc1ccc(NC(=O)CCN2C(=O)C3CC=CCC3C2=O)cc1 (stereo unspecified),0,6,7,nt,5,-5,-7,2
Cc1ccc(S(=O)(=O)Nc2ccc3c(c2)C(=O)N([C@H](C)CO)C[C@@H](C)[C@@H](CN(C)Cc2ccccc2)OCCCC[C@@H](C)O3)cc1,-3,-19,nt,12,-10,11,1,4
c1ccc(-c2nc3c([nH]2)CCc2nonc2-3)cc1,1,1,-3,-4,7,-73,-32,-2
O=C(Cn1cc(C(=O)C(F)(F)F)c2cc(Br)ccc21)N1CCOCC1,-5,-3,9,nt,-6,-1,10,0
COc1cccc(C(=O)NC2CC(C)(C)Cc3c2cnn3-c2cccc(F)c2)c1OC (stereo unspecified),-1,nt,2,-1,-34,-1,3,-3

# Complete entries, quoted from the list:
# `COC(=O)CCc1c(C)nc(N)[nH]c1=O` across the screens: PglD DTNB = 2; PGC1a acetyl inh = nt; Statin myotox sup = -2; ARNT-TACC3 inh = -6; INS-1E GSIS act = 12; PAX8 reporter = nt; LGR2 inh = -1; Cneo AK release = -2
# `C=CCC[C@H](Cc1ccc(F)cc1)C(=O)OC[C@@H](C)NC(=O)[C@H](CC=C)CC(=O)N(CCO)Cc1ccccc1` across the screens: PglD DTNB = -5; PGC1a acetyl inh = 21; Statin myotox sup = -4; ARNT-TACC3 inh = 4; INS-1E GSIS act = -39; PAX8 reporter = 15; LGR2 inh = 15; Cneo AK release = 2
# `c1ccc(-c2nc3c([nH]2)CCc2nonc2-3)cc1` across the screens: PglD DTNB = 1; PGC1a acetyl inh = 1; Statin myotox sup = -3; ARNT-TACC3 inh = -4; INS-1E GSIS act = 7; PAX8 reporter = -73; LGR2 inh = -32; Cneo AK release = -2

# Later entries
SMILES,PglD DTNB,PGC1a acetyl inh,Statin myotox sup,ARNT-TACC3 inh,INS-1E GSIS act,PAX8 reporter,LGR2 inh,Cneo AK release
COc1ccccc1OCC(=O)Nc1nnc(-c2ccco2)s1,0,8,-17,-2,nt,nt,nt,3
CC(C)CC(c1nnnn1C1CCCCC1)N1CCN(c2ncccn2)CC1 (stereo unspecified),0,-23,-13,-7,nt,5,nt,0
CO[C@H]1CN(C)C(=O)c2ccc(NC(=O)c3ccno3)cc2OC[C@@H](C)NC[C@@H]1C,nt,4,-4,nt,-5,-13,3,nt
C[C@@H]1CN([C@@H](C)CO)C(=O)c2cc(NC(=O)C3CCCCC3)ccc2O[C@H]1CN(C)S(=O)(=O)c1cn(C)cn1,2,2,7,nt,14,-21,-10,-1
C[C@H](CO)N1C[C@H](C)[C@@H](CN(C)C(=O)c2ccc(N3CCN(C)CC3)cc2)OCc2cnnn2CCCC1=O,1&-1&-2,1&-6&6,3&1&-10,-11&-4,0&1,-33&2,4&19,-3&12&1
Oc1ccc(-c2csc(-c3cccnc3)n2)cc1O,-2,12,nt,-2,nt,-69,-45,-9
Cc1cccc(C)c1-n1nnnc1-c1cnccc1C(F)(F)F,-5,nt,2,21,0,31,0,-3
COc1ccc(C(=O)Nc2cc(C)c3c(=O)oc4ccccc4c3n2)cc1,5,1,-63,-4,1,33,17,1
COc1ccc(-c2nc(NC(=O)Cn3ccc(C(F)(F)F)n3)sc2C)cc1,5,-16,9,-2,nt,nt,nt,1
C[C@@H]1CCCCO[C@H](CN(C)Cc2ccc(C(=O)O)cc2)[C@H](C)CN([C@@H](C)CO)C(=O)c2cc(NS(C)(=O)=O)ccc2O1,-1,5,nt,8,10,8,24,-1
Cc1cccc(OCCC(=O)NNC(=O)Cn2nc(C)cc2C)c1,2,nt,-1,-1,-14,-12,5,0
O=[N+]([O-])c1ccccc1S(=O)(=O)Nc1cccnc1,0,5,5,-3,22,11,8,-1
C[C@H](CO)N1C[C@H](C)[C@H](CN(C)C(=O)c2ccccc2)OCc2cn(nn2)CCCC1=O,nt,2,-12,nt,16,-3,12,nt
CCS(=O)(=O)c1nc(S(=O)(=O)c2ccc(C)cc2)c(N2CCCC(C)C2)s1 (stereo unspecified),4,-5,18,7,-16,23,13,-3
COC(=O)c1ccc2c(=O)n(CCCN3CCCC3=O)c(=S)[nH]c2c1,-5,-50,-7,-4,10,nt,23,-1
O=C(NCC[C@H]1CC[C@@H](NS(=O)(=O)c2ccc(F)cc2)[C@@H](CO)O1)Nc1ccc(Cl)cc1,2,4,12,6,-27,-7,-10,25
O=C(O)CSc1cc(NS(=O)(=O)c2ccc(Cl)cc2)c2ccccc2c1O,6,nt,10,48*,-50,23,1,8
O=S(=O)(O)c1cccc2c(N=Nc3ccc(O)c4ncccc34)cccc12,0,12,0,73*,nt,nt,nt,-2
CC(=O)Oc1ccc(N2C(=O)CCC2=O)cc1,0,6,0,-2,nt,nt,nt,-6
N#Cc1cccc(-c2ccc3c(c2)[C@@H]2[C@@H](CCN2Cc2ccc4c(c2)OCO4)[C@@H](CO)N3)c1,2,-3,-21,10,9,17,-6,48
C1CN(CCN2CCOCC2)CCN1,-4,nt,-5,-2,nt,nt,nt,-1
COc1ccc(CNCC(O)(c2ccc(F)cc2)c2ccc(F)cc2)cc1OC,-3,nt,-27,1,-42,14,0,2
COc1cccc(NC(=O)NC2(C(=O)N3CCC(O)CC3)CCCCC2)c1,-5,nt,-8,1,24,-5,2,2
Cc1ccc(S(=O)(=O)Nc2cccc3c2O[C@@H](CN(C)C(=O)Nc2ccccc2)[C@@H](C)CN([C@H](C)CO)C3=O)cc1,3,2,-47,15,-20,0,-22,-10
Cc1ccc(SCC(=O)OCC(=O)N(CC(C)C)C2CCS(=O)(=O)C2)cc1C (stereo unspecified),4,-1,-5,nt,65,0,-13,0
Cc1ccc(S(=O)(=O)N2C[C@H]3C(=O)C[C@@H](c4ccccc4)N(S(=O)(=O)c4cccc(C)c4)[C@H]3C[C@H]2c2ccccc2)cc1,-6,-8,-10,nt,4,-10,2,3
CCOC(=O)N1CCN(S(=O)(=O)c2cc(Br)cc3c2N(C(C)=O)C(C)C3)CC1 (stereo unspecified),-4,10,19,-1,nt,nt,nt,-2
CN(C(=O)c1ccc(Br)o1)C1(C)CCS(=O)(=O)C1 (stereo unspecified),-4,5,nt,-4,10,4,-12,-2
Cc1ccc(C(=O)N/N=C\c2ccc(OC(=O)c3cccs3)cc2)cn1,nt,nt,nt,-4,1,-4,7,nt
CN1CCN(Cc2c(O)ccc3c(-c4ccccc4)cc(=O)oc23)CC1,3,11,11,-4,-4,nt,27,-1
CC(=O)NC[C@@H]1[C@H](c2ccccc2)[C@H](CO)N1C(=O)Cc1ccncc1,-1,3,-6,-9,1,-22,11,-12
O=C(C[C@H]1CC[C@@H]2[C@H](COC[C@@H](O)CN2Cc2cccc(C(F)(F)F)c2)O1)NCCc1ccncc1,-4,-3,9,14,10,4,7,-2
Nc1c(C(=O)O)nnn1Cc1ccccc1,0,nt,0,-2,4,nt,12,-1
CN(C)c1ccc2c(c1)[C@@H]1C[C@@H](CC(=O)NCC3CC3)O[C@@H](CO)[C@@H]1O2,2,-15,-2,41,-10,-9,3,25
O=C(NCc1ccccc1)C1=C[C@@H](c2csc3ccccc23)C[C@@H](OCc2ccc(CO)cc2)O1,-3&-2,-10&-25,-199,16&2,4,49&55,13,-8&-7
C#CCOc1ccc(Br)cc1C(c1c(C)[nH][nH]c1=O)c1c(C)[nH][nH]c1=O,7,24,12,-6,-7,2,11,0
COc1cccc(-n2c(N)c(C(=O)Nc3c(C)n(C)n(-c4ccccc4)c3=O)c3nc4ccccc4nc32)c1,-4,-20,-20,0,1,6,3,-1
C[C@H]1CCCCO[C@H](CN(C)Cc2ccccc2)[C@@H](C)CN([C@@H](C)CO)C(=O)c2cc(NC(=O)c3ccccc3)ccc2O1,0,-6,nt,3,-7,-7,-11,3
CC(C)COc1ccc(-c2nnc(-c3ccco3)o2)cc1,4,nt,4,-7,nt,nt,nt,-3
Cn1c(SCc2nc3ccccc3[nH]2)nnc1-c1cccnc1,1,-6,-4,-2,19,4,-5,1
CCOc1ccc(NC(=O)c2ccc(NC(=S)NC3CCCCC3)cc2)cc1,-1,-11,1,24,5,-31,-26,2
CC(=O)N(C)C[C@H]1Oc2ncc(-c3cccnc3)cc2C(=O)N([C@H](C)CO)C[C@H]1C,3,13,-1,-8,8,nt,0,1
CN1CCN(C(=O)c2ccc(-c3ccccc3)cc2)CC1,-2,-7,-3,3,-7,-3,2,0
O=C(Nc1nnc([C@H]2C[C@H](O)[C@@H](CO)O2)s1)c1ccccc1F,nt,-1,-12,nt,11,5,12,1
Cc1ccccc1CN1CCN(CC(=O)NCc2ccccc2)CC1,1,nt,-1,23,-6,14,2,0
Cc1cccc(-n2ncc3c2CCCC3NC(=O)c2ccc[n+]([O-])c2)c1C (stereo unspecified),nt,8,-12,0,-8,20,4,nt
CC(NCC1(N2CCOCC2)CCCCC1)C(=O)N1CCc2ccccc21 (stereo unspecified),3,10,-2,-2,nt,9,nt,1
CN(C)C(=O)c1cccc(-c2ccc3c(c2)[C@@H]2[C@@H](CCN2C(=O)Cc2ccccc2)[C@@H](CO)N3)c1,-2,0,-23,-9,7,17,-23,2
CN(C)C(=O)C[C@H]1CC[C@H]2[C@@H](COC[C@@H](O)CN2C(=O)c2ccncc2)O1,-1,3,-14,-1,10,-3,14,56
CC(=O)Nc1ccc(C(=O)Nc2ccc(S(=O)(=O)N3CCCCC3)cc2)cc1,3,nt,4,6,-1,-3,-1,12
Cc1ccc2nc(-c3ccc(NC(=O)CN4CCN(c5ccccn5)CC4)cc3)sc2c1,5,13,nt,nt,5,-113,-14,-3
O=C(COc1ccc(Br)cc1)NCCNC(=O)c1ccccn1,0,1,nt,-4,10,5,4,-1
CCc1nc(N2[C@@H](C#N)[C@H](c3ccccc3-c3ccccc3C)[C@@H]2CO)sc1C,nt,1,nt,nt,0,18,-28,nt
CC1=NN2C(=N)/C(=C\c3cc(C)n(Cc4ccccc4)c3C)C(=O)N=C2S1,-1,-7,nt,nt,13,4,7,-1
CC(C)(C)c1nc(SCC(=O)Nc2nc3c(s2)CCCC3)c2ccccc2n1,-1,16,-25,-1,nt,nt,nt,-3
COc1ccc(C(=O)N2CC3(CC(c4cccc(NC(=O)COc5ccc(Cl)cc5)c4)=NO3)C[C@@H]2C(N)=O)cc1 (stereo partly specified),-6,-25,6,-8,nt,8,8,-3

# Bioassay records as filed in PubChem BioAssay.
